Screening results deposited in PubChem BioAssay by National Center for Advancing Translational Sciences (NCATS).
N370S GC = N370S glucocerebrosidase modulation, Gaucher chaperone candidate; P04062; N370S GC spleen homogenate, 4MU-glucoside fluorescence; Potency, µM (top dose mostly 59.4 µM), for the others: at the top dose activity change, negative = inhibition, hits mostly inhibitors; 330,000 tested, 0.092% active;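 also: 0% = full enzyme activity and -100% = no enzyme basal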
TDP1 inh = blocks human tyrosyl-DNA phosphodiesterase 1; AID 485290; recombinant TDP1, AlphaScreen DNA substrate cleavage; Q9NUW8; 350,000 tested, 0.28% active; Potency, µM (series often up to 130 µM), for inactives: top-dose activity change, negative = inhibition, hits mostly inhibitors; also: nearly all actives have a fitted effect of over 40% in size
Target sequence (Q9NUW8 whole entry, looked up): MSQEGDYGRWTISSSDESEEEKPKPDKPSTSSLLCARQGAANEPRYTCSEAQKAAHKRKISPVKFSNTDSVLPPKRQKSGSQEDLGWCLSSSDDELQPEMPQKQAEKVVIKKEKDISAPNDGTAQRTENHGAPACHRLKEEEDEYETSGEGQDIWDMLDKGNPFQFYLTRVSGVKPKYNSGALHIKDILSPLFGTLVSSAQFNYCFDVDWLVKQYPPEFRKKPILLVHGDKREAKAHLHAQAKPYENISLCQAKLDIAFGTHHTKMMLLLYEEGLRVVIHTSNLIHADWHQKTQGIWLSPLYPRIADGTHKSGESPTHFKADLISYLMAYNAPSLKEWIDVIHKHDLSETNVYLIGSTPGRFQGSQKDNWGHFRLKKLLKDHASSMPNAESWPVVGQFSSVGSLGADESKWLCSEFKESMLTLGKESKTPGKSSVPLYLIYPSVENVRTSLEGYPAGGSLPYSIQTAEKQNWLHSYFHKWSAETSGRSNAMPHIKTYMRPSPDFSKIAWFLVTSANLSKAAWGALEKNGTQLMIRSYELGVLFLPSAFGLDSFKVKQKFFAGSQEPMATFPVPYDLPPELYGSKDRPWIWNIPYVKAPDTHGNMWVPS
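Tdp1 1 nM final; 15 min RT w/ cpd; substrate 15 nM, 5 min; beads 10 ug/ml, 10 min; AlphaScreen read. Neg ctrl: no enzyme.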
FEN1 inhibitor = inhibitors of human flap endonuclease 1. P39748. Recombinant FEN1 flap cleavage, fluorescence, 15 min. Potency, µM (titrated, usually from 114 µM), inactives show top-dose activity change, negative = inhibition, usual class: inhibitors. 390,000 tested, 0.35% active. AID 588795; also: nearly all actives have a fitted effect of over 65% in size
Target sequence (P39748 whole entry, looked up): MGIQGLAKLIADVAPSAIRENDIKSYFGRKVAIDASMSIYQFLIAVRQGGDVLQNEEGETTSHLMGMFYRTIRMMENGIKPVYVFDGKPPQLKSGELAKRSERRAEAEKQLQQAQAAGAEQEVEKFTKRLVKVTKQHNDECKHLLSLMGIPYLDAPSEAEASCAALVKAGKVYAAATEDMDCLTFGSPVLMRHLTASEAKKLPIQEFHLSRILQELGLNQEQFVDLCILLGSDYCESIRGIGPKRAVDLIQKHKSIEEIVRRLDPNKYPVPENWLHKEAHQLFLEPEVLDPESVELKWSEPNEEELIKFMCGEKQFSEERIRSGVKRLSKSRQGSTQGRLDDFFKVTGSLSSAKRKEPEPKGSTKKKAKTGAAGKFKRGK
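Compounds are tested as a concentration series against 10 nM FEN1; after a 15 min room-temperature preincubation, 50 nM substrate starts cleavage, with plate reads at 0 and 15 min. Normalized responses are fitted by a Hill equation.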
Starred values were filed as active, the others as inactive; ? = inconclusive; nt = no result given; & = joins results of further samples; [ ] = remark or other dose. Calls follow the shape of the dose curve; as a rule, active = well fitted curve in the direction sought with a large enough effect; inconclusive = small, poorly fitted or top-dose-only effect, or another doubt; inactive = no such curve, though single readings can be large; an effect the other way counts as inactive or inconclusive. Unless noted, % is scaled to controls: 0 for no effect and ±100 for the full control effect; potency is read from the fitted curve at half-maximal effect.

Sample of the layout:
structure,N370S GC,TDP1 inh,FEN1 inhibitor
CCC1CCCCN1C(=S)NC(=O)c1cccs1 (configuration not stated),27%,0%,15%
CNS(=O)(=O)c1ccc(Cl)nc1,-6%,4%,-2%
COc1cccc(CC2(CO)CCCN(Cc3sc(N4CCCC4)nc3Cl)C2)c1 (configuration not stated),-2%,3%,-14%
O=c1c([N+](=O)[O-])c(NC2CCCCC2)c2ccccc2n1-c1ccccc1,7%,0%,8%
CCC(C)(C)n1nnnc1C(c1cccc(C#N)c1)N1CCN(c2cccc(C)c2C)CC1 (configuration not stated),10%[2.35 µM],1%,-13%

Results, from the first entry:
structure,N370S GC,TDP1 inh,FEN1 inhibitor
CCC1CCCCN1C(=S)NC(=O)c1cccs1 (configuration not stated),27%,0%,15%
CNS(=O)(=O)c1ccc(Cl)nc1,-6%,4%,-2%
COc1cccc(CC2(CO)CCCN(Cc3sc(N4CCCC4)nc3Cl)C2)c1 (configuration not stated),-2%,3%,-14%
O=c1c([N+](=O)[O-])c(NC2CCCCC2)c2ccccc2n1-c1ccccc1,7%,0%,8%
CCC(C)(C)n1nnnc1C(c1cccc(C#N)c1)N1CCN(c2cccc(C)c2C)CC1 (configuration not stated),10%[2.35 µM],1%,-13%
CC(C)=CCC/C(C)=C/C=N/NC(=O)c1ccccc1[N+](=O)[O-],2%,5%,0%
NC(=S)NNC(=O)[C@@H]1CCCC[C@@H]1C(=O)O,6%,-1%,5%
O=C(CCC(=O)Nc1ccccc1Cl)NNC(=S)Nc1ccccc1C(F)(F)F,3%,2%,1%
O=C(Cc1ccccc1)NNC(=O)C1CC=CCC1 (configuration not stated),-7%,12%,5%
Cc1ccc(NC(=O)CCn2cnc3ccccc3c2=O)c(C)c1,4%,-4%,-4%
CCOC(=O)c1c(C)[nH]c(CCC(=O)Nc2ccccc2OCC)c1C,nt,5%,7%
CCN1C(N(C)C)=NC[C@@H]1Cc1ccccc1,5%,-5%,-2%
CCOC(=O)N1CCN(c2c(F)cc3[nH]c(=S)[nH]c3c2Br)CC1,-11%,13%,-2%
Cc1ccc(C(=O)NC(=S)Nc2ccc3[nH]c(=O)[nH]c3c2)c(C)c1,1%,0%,2%
CSCCC(N=C(NS(=O)(=O)c1ccc(Br)cc1)c1ccccc1)C(=O)O (configuration not stated),2%,5%,2%
COc1ccc(CCNC(=O)c2nc(SCc3ccc(C)cc3)ncc2Cl)cc1OC,nt,2%,9%
Cc1cnc(C(=O)OCc2ccc(Br)cc2F)cn1,-2%,nt,-9%
COc1ccc2c(c1)c(=O)c(S(=O)(=O)c1ccc(Cl)cc1)cn2Cc1cc(C)ccc1C,nt,4%,14%
O=C(COC(=O)c1cc(S(=O)(=O)N2CCc3ccccc3C2)ccc1Cl)NCc1ccco1,4%,3%,-18%
Cc1ccc(NS(=O)(=O)c2ccc(C(=O)N3CCN(S(=O)(=O)c4ccccc4)CC3)cc2)cc1,-4%,2%,8%
CCOC(=O)c1c(C)nc2sccn12,2%,5%,-1%
Cc1cccc(N2C(=O)C(CC(=O)Nc3cccc(F)c3)N(CCc3ccncc3)C2=O)c1 (configuration not stated),-11%,1%&4%,-4%&-7%
CCN(CC)Cc1c(C(=O)N/N=C/c2ccccn2)nnn1-c1nonc1N,-21%,nt,13%
COc1cc(/C=N/n2cnnc2)ccc1OCC(=O)N1CCOCC1,3%,5%,5%
CCCc1noc2c1C(c1cc(Br)ccc1F)C(C#N)=C(N)N2 (configuration not stated),-22%,2%,-10%
CCOC(=O)c1c(S(=O)(=O)N2CCCC(C(=O)Nc3ncccc3C)C2)c(C)n(C)c1C (configuration not stated),-11%,3%&6%,22%&0%
O=C(Nc1ccc2oc(-c3cccnc3)nc2c1)c1ccc(-c2ccc(OC(F)(F)F)cc2)o1,nt,0%[12.3 µM],3%
CCN(CC)S(=O)(=O)c1cc(NC(=O)CSc2nnc(-c3cccs3)o2)ccc1C,18%,3%,1%
CCN1C(=O)[C@H]2[C@@H](c3ccc(SC4CCCCC4)cc3)N3CCCC[C@@]3(C(=O)OC)[C@H]2C1=O,0%,-1%,4%
COc1ccccc1CCNC(=O)C(=O)NCC(c1cccs1)S(=O)(=O)c1ccc(C)cc1 (configuration not stated),nt,-3%,-17%

Some entries already given with just FEN1 inhibitor and TDP1 inh.
canonical_smiles,FEN1 inhibitor,TDP1 inh
Cc1ccc(NS(=O)(=O)c2ccc(C(=O)N3CCN(S(=O)(=O)c4ccccc4)CC3)cc2)cc1,8%,2%
CCOC(=O)c1c(C)nc2sccn12,-1%,5%
Cc1cccc(N2C(=O)C(CC(=O)Nc3cccc(F)c3)N(CCc3ccncc3)C2=O)c1 (configuration not stated),-4%&-7%,1%&4%

(more compounds)
structure,N370S GC,TDP1 inh,FEN1 inhibitor
O=c1oc2ccccc2c(Nc2cccc3ccccc23)c1[N+](=O)[O-],9%,12%,-2%
Cc1cc(OC(C)C(=O)Nc2ccncc2)ccc1Cl (configuration not stated),-7%,4%,-3%
CC1CCCC(C)N1C(=O)CSc1nc2ccccc2s1 (configuration not stated),13%,0%,-17%
CCN(CC(=O)Nc1ccc2c(c1)OCCO2)C(=O)CC1CCCC1,2%,4%,-23%
Cn1c(NCc2c[nH]c3ccccc23)nc2ccccc21,15%,6%,4%
CCN1c2ccccc2N(C)C1(C)c1ccccc1 (configuration not stated),-19%,8%,-1%
CN1CCN(NC(=O)C23CC4CC(CC(C4)C2)C3)CC1,-5%,3%,21%
Cn1c(=O)c2c(nc(SCc3cccnc3)n2Cc2ccc(F)cc2)n(C)c1=O,-10%,-3%,-1%
Cc1cc(C(F)(F)F)nn1CC(=O)NCC1CCCO1 (configuration not stated),-6%,5%,-17%
COc1ccc(NC(=O)c2cccs2)cc1NC(=O)c1ccco1,11%,3%,-14%
S=C(Nc1cccc(Cl)c1)Nc1ccc2c(c1)OCCO2,0%,4%[56.1 µM],-7%
O=C(C1CCN(S(=O)(=O)c2cccc([N+](=O)[O-])c2)CC1)N1CCOCC1,-13%,4%,1%
O=C(C(Cc1ccccc1)N1C(=O)c2ccccc2C1=O)N1c2ccccc2CCc2ccccc21 (configuration not stated),10%,-3%,-16%
CC(=O)NCc1ccc(-c2csc(-c3cccs3)n2)cc1,-6%,5%,-2%
CC(C(=O)NCc1cccc(Br)c1)n1ncn2cccc2c1=O (configuration not stated),nt,-6%,?
CSCCC(NC(=O)c1ccccc1Cl)C(=O)N1CCN(C(C)=O)CC1 (configuration not stated),nt,0%,2%
Cc1cccc([N+](=O)[O-])c1NC(=O)COC(=O)C1CC2CCCC(C1)C2=O (configuration not stated),-2%,nt,-1%
Cc1ccnn1CC(=O)N/N=C/c1ccc([N+](=O)[O-])s1,-23%,-1%,0%
COc1ccc(CCc2nnc(CCC(=O)NCc3cnc4ccccn34)o2)cc1,6%,-1%,-5%
Cc1cccc(C)c1NC(=O)COC(=O)c1cccnc1,4%,1%,-10%
Cc1cc(C(=O)CSc2nc3ccccc3c(=O)[nH]2)c(C)n1C,14%,8%,-7%
COC(=O)[C@@H]1C[C@H]2CC[C@H](O)C[C@H]2N1Cc1c(F)cccc1Cl,-12%,4%,nt
COc1ccc(C(=O)c2sc3nc(C)cc(-c4cccs4)c3c2N)cc1,19%,5%,7%
O=C(CN1CCOCC1)N/N=C/c1ccc(-c2ccc(Br)cc2)o1,-11%,11%,0%
CCCSc1nnc(N)s1,-19%,-3%,-5%
O=C(O)c1ccc(N2C(=O)c3cccc4c(C(=O)O)ccc(c34)C2=O)cc1,-7%,2.8µM*,50µM*
COc1ccc(N(CC(=O)NCc2ccc3c(c2)OCO3)S(C)(=O)=O)cc1OC,6%,6%,-2%
CCCCC/C=C\C/C=C\CCCCCCCC(N)=O,-2%&6%&-4%,-1%&6%&7%,nt
O=C(Cc1nn[nH]n1)NCCC1=CCCCC1,-4%,-1%,2%
CCOc1ccc(CNC(=O)C2Cc3ccccc3N2C(=O)CC)cc1OC (configuration not stated),nt,1%,-2%

Next section.
Order of values – N370S GC | TDP1 inh | FEN1 inhibitor
> Cc1nc2ncnn2c(C)c1CCC(=O)NCc1ccc(Cl)cc1
    nt | -5% | -10%
> COc1cc(C2=NOC(C(=O)NCc3ccco3)C2)cc(OC)c1OC (configuration not stated)
    19% | 0% | -1%
> CCc1nnc(NC(=O)c2nc(Cl)ccc2Cl)s1
    2% | 2% | -4%
> NNC(=O)c1sc2cc(C(F)(F)F)cnc2c1-c1cccnc1
    2% | nt | -1%
> O=C(NCC(c1ccco1)N1CCN(c2ccc(F)cc2)CC1)C(=O)NC1CCCCC1 (configuration not stated)
    0% | 0% | 2%
> Cc1cc(C)cc(NC(=O)N(CCC#N)Cc2cccs2)c1
    18% | nt | 2%
> Nc1ccc2nc3c(=O)[nH]c(=S)[nH]c3nc2c1
    -20% | nt | ?
> CCC(C)NC(=O)CCC(=O)NNc1nc2ccccc2c2nc(C)nn12 (configuration not stated)
    -1% | 12%&3% | 0%&-5%
> O=C(NCCN1C(=O)S/C(=C\c2ccccc2F)C1=O)C1CCCN1C(=O)c1cccs1 (configuration not stated)
    0% | -3% | -4%
> O=C(NCCCN1CCCC1=O)c1cccc(S(=O)(=O)NCc2ccccc2)c1
    3% | -1% | -31%
> CS(=O)(=O)N1CCC(C(=O)Nc2ccc(Br)cc2F)CC1
    -7% | 0% | -9%
> CC(C)(C)C(=O)C1=C(O)C(=O)N(Cc2ccccc2)C1c1ccccc1F (configuration not stated)
    -15% | nt | -6%
> OCCCNc1nnc(-c2ccccc2)c2ccccc12
    -1% | nt | -12%
> COc1cc(C(C#N)N2N=C(c3ccccc3)CC2c2ccccc2)ccc1O (configuration not stated)
    4% | -6% | 3%
> Cc1cc(C)n(CC(=O)N/N=C/c2ccc(C)o2)n1
    -5% | 2% | 0%
> COC(=O)CN1C(=O)C(C)(C)Oc2ccc(C(=O)NC3CCCC3)cc21
    2% | 3% | -1%
> Cc1onc(-c2ccccc2)c1C(=O)Oc1ccccc1
    5% | -4% | 1%
> Cc1c(CC(=O)N2CCN(C(=O)C3COc4ccccc4O3)CC2)c(=O)oc2cc(O)ccc12 (configuration not stated)
    ? | 4% | -8%
> COc1cc(/C=C2/C(=O)N(c3ccc(C(=O)O)cc3)N=C2C)cc(OC)c1O
    -7% | nt | ?
> COc1cccc2cc(C(=O)N3CCCc4ccccc43)oc12
    4% | 2% | -22%
> Cc1ccccc1OCCNc1cc(N2CCN(CCO)CC2)ccc1[N+](=O)[O-]
    ? | 5% | -18%
> CC1CCN(S(=O)(=O)c2ccc(NC(=O)CN3CCN(c4ccccc4)CC3)cc2)CC1
    1% | 5% | -6%
> COCCCNc1nc2ccccc2nc1NS(=O)(=O)c1ccc(OC)cc1
    14% | nt | 6%
> COc1ccc(OC)c(NC(=O)CN2CCCN(Cc3cc(C)ccc3C)S2(=O)=O)c1
    nt | 0% | 1%
> CC(C)c1nc(SCC(=O)Nc2cccc(C(=O)O)c2)c2c3c(sc2n1)CCCC3
    -3% | -3% | 14%
> C=CCNc1nc(-c2ccc(O)c(C(N)=O)c2)cs1
    -4% | 8% | 2%
> COc1ccc(C2CC(=O)Oc3c(C(CCN4CCCC(C)C4)c4ccc(N(C)C)cc4)c(OC)cc(OC)c32)cc1 (configuration not stated)
    ? | 23% | -15%&6%
> CCOC(=O)c1sc2ccc(S(=O)(=O)N3CC(C)CC(C)C3)cc2c1N (configuration not stated)
    11% | -3% | 7%
> Cn1cc(-c2cccc(Cl)c2)cc(C#N)c1=O
    17% | 3% | 0%
> O=C1[C@@H]2Cc3ccccc3CN2C(=O)N1c1cccc(F)c1
    6% | 2% | 7%
> Cc1ccccc1C(=O)NNC(=O)C1CCN(C(=O)Nc2ccccc2)CC1
    -14% | 0% | 5%
> CCOC(=O)NCCOC(=O)Nc1ccc(Cl)cc1
    7% | 4% | 2%
> Cc1cc(C)c(S(=O)(=O)Nc2ccccc2C(=O)N2CCOCC2)c(C)c1
    -17% | 2% | 9%
> Cc1cccc(/N=C/c2c(O)c3ccccc3oc2=O)n1
    12% | 0% | 2%
> CC1(C)CC(=O)C2=C(C1)Nc1ccccc1NC2c1cccnc1 (configuration not stated)
    18% | 8% | 9%
> CC(C)OCCCN1CC(=O)N2C(c3ccccc3)c3[nH]c4ccccc4c3C[C@H]2C1=O (some centres not stated)
    -14% | nt | -17%
> COc1ccc(/C=C2\SC(=O)N(CCNC(=O)C3=COCCO3)C2=O)cc1
    -8% | nt | 1%
> CCOc1ccc(NC(=O)c2ccc(NC(=O)N3CCSc4ncccc43)cc2)cc1
    nt | -6% | 0%
